AT treatment – potential ataxia-telangiectasia treatment; AID 485349; […] A-T fibroblasts, KAP-1 phosphorylation AlphaLISA; neocarzinostatin DNA damage 30 min before lysis; Potency, µM (titrated, usually from 57.5 µM), without a hit: at the top dose activation, hits mostly activators; 320,000 tested, 0.19% active; also: potency is read from the fitted curve at half-maximal effect; % of control where 0% means no effect; nearly all actives have a fitted effect of over 45% in size
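ATM-like activity read as KAP-1 phosphorylation via AlphaLISA donor/acceptor antibody pairs after lysis and 6 hr at 25C. Cells were ATM-null patient fibroblasts ([…], hTERT), dosed 60 min, then exposed to the DSB inducer NCS for 30 min.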
hERG WT inh – KCNH2 (human, wildtype) channel inhibition. 340,000 tested, 0.37% active. U2OS, BacMam KCNH2, thallium flux FluxOr; active compounds read low. activity change, % at 1.84 µM. Q12809. AID 720551;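 active = maximum activity change below -70%; inconclusive = maximum activity change between -70% and -50%; inactive = maximum activity change above -50%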; also: % is scaled to controls: 0 for no effect and ±100 for the full control effect
Target sequence (Q12809 whole entry, looked up): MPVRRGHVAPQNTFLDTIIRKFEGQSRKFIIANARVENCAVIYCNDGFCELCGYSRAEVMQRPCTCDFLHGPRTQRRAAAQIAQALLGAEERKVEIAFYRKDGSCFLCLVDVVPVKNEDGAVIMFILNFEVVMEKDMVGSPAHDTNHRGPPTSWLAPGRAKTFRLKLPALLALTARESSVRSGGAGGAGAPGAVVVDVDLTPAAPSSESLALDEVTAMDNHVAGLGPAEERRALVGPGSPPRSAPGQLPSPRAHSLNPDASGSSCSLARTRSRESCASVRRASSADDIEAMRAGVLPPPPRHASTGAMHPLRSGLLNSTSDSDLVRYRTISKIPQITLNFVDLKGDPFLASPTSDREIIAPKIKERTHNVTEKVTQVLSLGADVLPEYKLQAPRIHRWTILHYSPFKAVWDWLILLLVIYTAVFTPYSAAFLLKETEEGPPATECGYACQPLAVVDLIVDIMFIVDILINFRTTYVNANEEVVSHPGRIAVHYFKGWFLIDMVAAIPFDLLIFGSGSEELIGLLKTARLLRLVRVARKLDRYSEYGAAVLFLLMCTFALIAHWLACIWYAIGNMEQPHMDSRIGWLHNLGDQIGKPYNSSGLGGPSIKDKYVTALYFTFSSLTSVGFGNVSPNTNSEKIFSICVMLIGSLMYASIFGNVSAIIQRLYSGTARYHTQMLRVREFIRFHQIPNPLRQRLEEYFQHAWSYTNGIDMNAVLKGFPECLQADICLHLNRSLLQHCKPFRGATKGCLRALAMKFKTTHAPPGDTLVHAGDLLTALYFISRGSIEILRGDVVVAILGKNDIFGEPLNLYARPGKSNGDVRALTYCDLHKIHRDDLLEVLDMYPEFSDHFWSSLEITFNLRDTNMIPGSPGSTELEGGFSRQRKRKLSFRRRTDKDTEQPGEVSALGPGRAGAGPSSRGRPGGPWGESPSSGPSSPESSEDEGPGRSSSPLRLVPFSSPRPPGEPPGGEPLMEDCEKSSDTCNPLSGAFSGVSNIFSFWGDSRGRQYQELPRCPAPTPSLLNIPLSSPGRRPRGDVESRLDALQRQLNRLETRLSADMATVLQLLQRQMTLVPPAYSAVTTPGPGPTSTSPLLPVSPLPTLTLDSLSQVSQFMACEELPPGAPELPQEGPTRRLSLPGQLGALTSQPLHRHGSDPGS
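U2OS cells were transduced with wild-type KCNH2 virus (2.03 x 10^8 / mL) for 4 h at room temperature, then cultured overnight at 37 C. Thallium flux was read with FluxOr dye. Rate constants were normalized to DMSO controls.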
CXXC DNA block – inhibitors of human MLL CXXC domain-DNA interaction; Q03164; MLL-CXXC / FITC-HOXA9 DNA fluorescence polarization; Potency, µM (series often up to 115 µM), for the others: top-dose activity change, negative = inhibition, actives largely listed as inhibitors; 290,000 tested, 0.037% active; AID 2662; active = well fitted inhibition curve with a large enough effect in the polarisation, with a control signal flat, not every such curve was filed as active; inconclusive = small, poorly fitted or top-dose-only effect, or effect the other way, or a change in a side signal; inactive = no such curve, though single readings can be large or run the other way; the % refers to the polarisation; also: potency is read from the fitted curve at half-maximal effect
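Steps: dispense CXXC domain solution (7 uM) → pin compounds or unlabeled HOX-A9 DNA control → 5 min ambient → add FLSN-HOX-A9 solution (50 nM) → spin → 30 min ambient → fluorescence polarization. Tris pH 7.5/NaCl/DTT/BSA buffer.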
TSHR antagonist – antagonists of human thyroid stimulating hormone receptor | P16473 | TSHR-expressing cells, TSH-stimulated cAMP HTRF, 2 h; active compounds read low | activity change, negative = inhibition, % at 11.5 µM | 330,000 tested, 0.2% active | AID 504810;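 active = activity change below a set negative limit, meaning inhibition stronger than a set level, cut at about -70% in these data; inconclusive = activity change between two set negative limits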; also: % is scaled to controls: 0 for no effect and ±100 for the full control effect
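Inhibition of cAMP made by TSHR-expressing cells under TSH stimulation (4nM final, EC80; 2 h, 37 deg C) is quantified with a one-step lysis HTRF kit, anti-cAMP cryptate versus cAMP-d2.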
FBPA coupling cs – coupling enzyme interference in Giardia aldolase counter-screen; coupling enzyme system counterscreen, AmpLite Red fluorescence; activity change, negative = inhibition, % at 58.2 µM, hits read low; 290,000 tested, 0.67% active; AID 2472; in the data active = activity change below about -30%; also: % is scaled to controls: 0 for no effect and ±100 for the full control effect
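Counterscreen lacking aldolase: glyceraldehyde-3-phosphate coupling-enzyme reagent preincubated 10 min at RT with compound (at 57.5 uM final), then substrate/coupling system with AmpLite Red added; fluorescence read at 525/598 nm after 20 min RT.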
TCR activator – activates T cell receptor signaling | 330,000 tested, under 10 active | Potency, µM (series often up to 9.22 µM), for the others: at the highest dose activation of IL-2 secretion, usual class: activators | primary human leukocytes, anti-CD3, IL-2 HTRF, 48 h; also: % of control where 0% means no effect
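Primary human leukocytes receive a-CD3 beads and test compound and are incubated 48 hr. Secreted IL-2 is then assayed by HTRF, measuring 665nm acceptor emission after 320nm excitation of the europium donor.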
GALK inhibitor – inhibitors of human galactokinase | P51570 | Potency, µM (top dose mostly 57.5 µM), without a hit: at the highest dose activity change, negative = inhibition, hits mostly inhibitors | Purified GALK, Kinase-Glo residual ATP luminescence | 270,000 tested, 0.007% active | AID 1868; also: potency is read from the fitted curve at half-maximal effect; % is scaled to controls: 0 for no effect and ±100 for the full control effect
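Galactose (100 uM) and ATP (35 uM) were turned over by 5 nM GALK for 1 h at RT. Kinase-Glo Plus then converted the remaining ATP into a luminescent signal.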
Chronic BCR inh – chronic active BCR signaling inhibition | ABC-DLBCL IkBa-CBG/CBR reporter, luminescence ratio, 4 h | Potency, µM (titrated, usually from 46.1 µM), inactives show top-dose ratio change, negative = lower green/red ratio, most hits filed as inhibitors | 340,000 tested, 0.05% active | AID 493014; active = well fitted inhibition curve with a large enough effect in the signal ratio, with a control signal flat, not every such curve was filed as active; inconclusive = small, poorly fitted or top-dose-only effect, or effect the other way, or a change in a side signal; the % refers to the signal ratio;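 also: potency is read from the fitted curve at half-maximal effect; plate controls were basal doxycycline-induced cells for no effect and cells given 10 µM MG132 for full effect; MG132 reads +100%, hits lower the ratio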
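Concentration-response series (up to 46 uM) were applied to TMD8 dual-reporter cells for 4 h at 37C with doxycycline. Green/red ratio, after filter-overlap correction, defined %Activity; red signal alone was normalised to basal cells and zero luminescence.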
Giardia killer – Giardia lamblia killing; Giardia lamblia trophozoite viability; activity change, % at 7.66 µM, hits read low; 340,000 tested, 0.15% active; AID 540267; in the data active = activity change below about -80%; inconclusive = between about -30% and that limit;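 also: parasites exposed to compound for two days anaerobically before the ATP read; % is scaled to controls: 0 for no effect and ±100 for the full control effect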
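Viability, read as ATP luminescence: trophozoites at 100 cells/well, compound added, 48 hrs anaerobic at 37 deg C, then 15-30 min room-temperature development before reading.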
Tb PFK block – inhibitors of T. brucei phosphofructokinase; T. brucei PFK, ADP-Glo luminescence; AID 485367; 330,000 tested, 0.17% active; Potency, µM (highest dose often 57.5 µM), for inactives: at the top dose activity, negative = inhibition, actives largely listed as inhibitors;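 also: potency is read from the fitted curve at half-maximal effect; 0% = uninhibited 1x PFK enzyme wells and -100% = no-enzyme wells; nearly all actives have a fitted effect of over 60% in size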
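Luminescent ADP detection (ADP-Glo, two-step: ATP depletion then ADP-to-ATP conversion for luciferase) reported PFK activity after 45 min room-temperature reaction of 1.25 nM enzyme with 0.5 mM F6P and 0.1 mM ATP at pH 8.0.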
The depositor's hits bear a star; ? = inconclusive; / = no result given; [ ] = another dose, or the depositor's remark. Unless noted, calls follow the shape of the dose curve; as a rule, active = well fitted curve in the direction sought with a large enough effect; inconclusive = small, poorly fitted or top-dose-only effect, or another doubt; inactive = no such curve, though single readings can be large; an effect the other way counts as inactive or inconclusive.

Every second line gives: CXXC DNA block	TCR activator	FBPA coupling cs	hERG WT inh	TSHR antagonist	Tb PFK block	Chronic BCR inh	GALK inhibitor	AT treatment	Giardia killer
1	CC(=O)Nc1ccc(N2C(=O)CSC2c2cccc([N+](=O)[O-])c2)cc1 (stereo not drawn)
  2%	1%	2	-2	9	1%	?	1%	-1%	-13
2	CCC1=NN2C(=N)/C(=C\c3ccc(SCc4ccco4)o3)C(=O)N=C2S1
  ?	-17%	4	-3	-22	-12%	-1%	4%	/	-2
3	O=C(Nc1nnc(CCN2CCCCC2)s1)c1ccccc1
  16%	/	3	-3	26	0%	?	1%	2%	3
4	O=C(NCC(c1ccco1)N1CCN(c2ccccc2)CC1)c1ccc2c(c1)OCO2 (stereo not drawn)
  7%	-25%	2	0	-3	-1%	-7%	12%	0%	6
5	COc1ccc(NC(=O)c2ccc3c(c2)C(=O)N(CC2CCCO2)C3=O)c(OC)c1 (stereo not drawn)
  -7%	5%	-1	-5	33	0%	-2%	0%	-13%	-1
6	O=C(COC(=O)C12CC3CC(CC(O)(C3)C1)C2)Nc1ccccc1OC(F)F
  -2%	-10%	1	5	-1	2%	-17%	12%	19%	-6
7	CC1=NN(C(=O)c2ccccc2)C(O)(c2ccc(Br)cc2)C1 (stereo not drawn)
  -6%	-1%	1	-3	9	2%	?	0%	-11%	-20
8	Cc1ccc(-n2c(N)c(C#N)c(-c3ccccc3)c(C#N)c2=O)cc1
  7%	6%	2	7	9	0%	-6%	-4%	0%	-20
9	NCc1ccc(-c2nc3ccccc3o2)cc1
  0%	/	5	/	5	0%	3%	9%	9%	/
10	Cc1ccc(N(CC(=O)NCC2CCCO2)S(C)(=O)=O)cc1Cl (stereo not drawn)
  -2%	0%	4	-17	0	2%	?	0%	-4%	-18
11	CN(CC1CCN(CCc2cccc(C(F)(F)F)c2)CC1)C(=O)c1ccc(F)cc1
  -2%	3%	3	?	10	-7%	-3%	0%	1%	-4
12	CCOC(=O)c1ccc(N2C(=O)C3ON(c4ccccc4)C(c4ccco4)C3C2=O)cc1 (stereo not drawn)
  -2%	-6%	1	5	-5	0%	11%	0%	-5%	-12
13	CC[C@]12c3[nH]c4ccccc4c3CCN1C(=O)C(CC(=O)NCc1cccc(C(F)(F)F)c1)C[C@@H]2C(=O)N1CCN(C(=O)c2ccco2)CC1 (stereo partly drawn)
  /	7%	/	-4	3	-5%	?	/	28%	-7
14	Nc1ccccc1SC1CC(=O)N(c2ccccc2Cl)C1=O (stereo not drawn)
  3%	-5%	0	9	-7	-6%	?	1%	-6%	-1
15	O=c1c2ccccc2ncn1-c1ccccc1F
  -5%	0%	4	-12	-2	1%	-7%	3%	2%[11.5 µM]	-9
16	COc1ccc(C(C(O)C(=O)c2c[nH]c3ccccc23)N2CCN(c3ccccc3)CC2)cc1 (stereo not drawn)
  23%	6%	1	22	15	4%	?	3%	8%	-14
17	CCOC(=O)C(=O)Nc1cc(C)nn1-c1nc2ccccc2[nH]1
  -3%	-8%	-1	-3	10	0%	-12%	2%	-5%	-14
18	Nn1c(SCC(=O)NC2CCCc3ccccc32)nnc1-c1cccs1 (stereo not drawn)
  -8%	10%	3	-6	6	6%	0%	2%	6%	-11
19	O=C(NC1CCCCC1)c1ccc(S(=O)(=O)NCc2ccco2)cc1
  -5%	0%	0	-2	-1	6%	-1%	-4%	0%	-1
20	Cn1c(-c2ccc(F)cc2)cc2onc(-c3ccccc3Cl)c2c1=O
  /	-2%	/	0	-5	-15%	?	/	6%	7
21	Cc1no[n+]([O-])c1COc1ccccc1/C=C1\NC(=S)NC1=O
  32%[activator]	14%	-1	1	-20	-5%	?	3%	/	6
22	COc1ccc(-c2nc(N)ncc2-c2csc(C)n2)c(O)c1OC
  6%	-2%	-6	0	6	-2%	-12%	1%	1%	-6
23	O=S(=O)(Nc1ccc2ccccc2n1)c1ccccc1Cl
  14%	3%	/	4	-9	1%	3%	-7%	7%	13
24	Nc1ccc2nc(-c3ccccc3)sc2c1
  -2%	6%	-3	6	/	/	/	9%	/	?
25	COC(=O)CSc1nnc(CCc2nc3ccccc3[nH]2)n1C
  2%	-2%[46.1 µM]	5	0	9	4%	-18%	1%	1%	-25
26	Cc1nc(C)c(C(=O)NNS(=O)(=O)c2ccccc2)s1
  16%	-2%[46.1 µM]	4	-9	-3	0%	-6%	0%	0%	-4
27	O=c1c2cc(Br)cc(Br)c2oc2nc3n(c(=O)c12)CCCS3
  2%	/	1	/	11	-3%	13%	3%	-5%	/
28	CN(NC(=O)c1ccccc1F)c1ccc([N+](=O)[O-])cn1
  -6%	-10%	-1	11	1	-5%	0%	/	-6%	-1
29	COc1ccc(C(=O)Nc2cc(C)nn2-c2nc3ccccc3[nH]2)c(OC)c1
  0%	-6%	-1	-7	-7	-3%	3%	-2%	27%	19
30	CCOC(=O)c1nc(Nc2ccc(Nc3ccccc3)cc2)c2ccccc2n1
  4%	2%	-3	?	-34	5%	?	-2%	-6%	-10

Arranged by count of non-hydrogen atoms (falling): nine of the compounds above.
Every second line gives: CXXC DNA block	TCR activator	FBPA coupling cs	hERG WT inh	TSHR antagonist	Tb PFK block	Chronic BCR inh	GALK inhibitor	AT treatment	Giardia killer
12	CCOC(=O)c1ccc(N2C(=O)C3ON(c4ccccc4)C(c4ccco4)C3C2=O)cc1 (stereo not drawn)
  -2%	-6%	1	5	-5	0%	11%	0%	-5%	-12
11	CN(CC1CCN(CCc2cccc(C(F)(F)F)c2)CC1)C(=O)c1ccc(F)cc1
  -2%	3%	3	?	10	-7%	-3%	0%	1%	-4
30	CCOC(=O)c1nc(Nc2ccc(Nc3ccccc3)cc2)c2ccccc2n1
  4%	2%	-3	?	-34	5%	?	-2%	-6%	-10
8	Cc1ccc(-n2c(N)c(C#N)c(-c3ccccc3)c(C#N)c2=O)cc1
  7%	6%	2	7	9	0%	-6%	-4%	0%	-20
22	COc1ccc(-c2nc(N)ncc2-c2csc(C)n2)c(O)c1OC
  6%	-2%	-6	0	6	-2%	-12%	1%	1%	-6
25	COC(=O)CSc1nnc(CCc2nc3ccccc3[nH]2)n1C
  2%	-2%[46.1 µM]	5	0	9	4%	-18%	1%	1%	-25
7	CC1=NN(C(=O)c2ccccc2)C(O)(c2ccc(Br)cc2)C1 (stereo not drawn)
  -6%	-1%	1	-3	9	2%	?	0%	-11%	-20
28	CN(NC(=O)c1ccccc1F)c1ccc([N+](=O)[O-])cn1
  -6%	-10%	-1	11	1	-5%	0%	/	-6%	-1
26	Cc1nc(C)c(C(=O)NNS(=O)(=O)c2ccccc2)s1
  16%	-2%[46.1 µM]	4	-9	-3	0%	-6%	0%	0%	-4

The list continues:
Every second line gives: CXXC DNA block	TCR activator	FBPA coupling cs	hERG WT inh	TSHR antagonist	Tb PFK block	Chronic BCR inh	GALK inhibitor	AT treatment	Giardia killer
31	Cc1ccsc1/C=N/NC(=O)c1nnn(-c2nonc2N)c1CSc1ccccc1
  11%	2%	1	-7	15	2%	5%	11%	3%	-4
32	Cn1c(=O)c2c(nc(NCCc3ccccc3)n2Cc2ccccc2)n(C)c1=O
  8%	-1%	-6	1	-19	-4%	7%	-2%	7%	4
33	COc1ccc(OC)c(C(C)NC(=O)C(C)n2cc([N+](=O)[O-])cn2)c1 (stereo not drawn)
  /	-4%	/	-34	-4	-2%	0%	/	-1%	-28
34	COc1ccc(CNC(=O)C2CCN(S(=O)(=O)c3ccc4c(c3)C(C)(C)C(=O)N4C)CC2)cc1
  5%	-3%	-1	-7	8	3%	4%	/	4%	13
35	COCc1ccc(C(=O)N2CCCC(C(=O)c3ccc(SC)cc3)C2)s1 (stereo not drawn)
  7%	-1%	1	-9	12	-20%	?	2%	3%	2
36	O=C(COC(=O)c1ccc(F)cc1F)Nc1ccc2[nH]c(=O)[nH]c2c1
  -8%	2%	4	2	-5	-11%	10%	12%	-2%	2
37	CCOC(=O)c1ccccc1-n1nnnc1C
  2%	3%	1	-3	0	-4%	1%	3%	-4%	12
38	O=C(CNC(c1ccccc1)c1ccccc1)Nc1ccc(F)cc1
  6%	-2%[46.1 µM]	-3	2	27	-3%	-2%	1%	11%	-9
39	COc1ccc(Br)cc1C(=O)NC(=S)Nc1cc(-c2nc3ccccc3[nH]2)ccc1C
  7%	1%	1	10	3	7%	0%	2%	-1%	-14
40	CCCc1c(C)c2cc(C)ccc2[nH]c1=O
  -5%	1%	-3	0	1	1%	0%	0%	1%	1

High-throughput results: PubChem BioAssay, National Center for Advancing Translational Sciences (NCATS)
